L3MBTL1 block: L3MBTL1 (human) inhibition; actives 0.66% (n = 230,000); Q9Y468; Potency, µM (highest dose often 57.1 µM), inactives show top-dose activity, negative = inhibition, most hits filed as inhibitors; AlphaScreen L3MBTL1–H3K9me1 peptide binding; active = well fitted inhibition curve with a large enough effect; inconclusive = small, poorly fitted or top-dose-only effect; inactive = no such curve, though single readings can be large or run the other way; note: nearly all actives have a fitted effect of over 60% in size
Target sequence (Q9Y468 whole entry, looked up): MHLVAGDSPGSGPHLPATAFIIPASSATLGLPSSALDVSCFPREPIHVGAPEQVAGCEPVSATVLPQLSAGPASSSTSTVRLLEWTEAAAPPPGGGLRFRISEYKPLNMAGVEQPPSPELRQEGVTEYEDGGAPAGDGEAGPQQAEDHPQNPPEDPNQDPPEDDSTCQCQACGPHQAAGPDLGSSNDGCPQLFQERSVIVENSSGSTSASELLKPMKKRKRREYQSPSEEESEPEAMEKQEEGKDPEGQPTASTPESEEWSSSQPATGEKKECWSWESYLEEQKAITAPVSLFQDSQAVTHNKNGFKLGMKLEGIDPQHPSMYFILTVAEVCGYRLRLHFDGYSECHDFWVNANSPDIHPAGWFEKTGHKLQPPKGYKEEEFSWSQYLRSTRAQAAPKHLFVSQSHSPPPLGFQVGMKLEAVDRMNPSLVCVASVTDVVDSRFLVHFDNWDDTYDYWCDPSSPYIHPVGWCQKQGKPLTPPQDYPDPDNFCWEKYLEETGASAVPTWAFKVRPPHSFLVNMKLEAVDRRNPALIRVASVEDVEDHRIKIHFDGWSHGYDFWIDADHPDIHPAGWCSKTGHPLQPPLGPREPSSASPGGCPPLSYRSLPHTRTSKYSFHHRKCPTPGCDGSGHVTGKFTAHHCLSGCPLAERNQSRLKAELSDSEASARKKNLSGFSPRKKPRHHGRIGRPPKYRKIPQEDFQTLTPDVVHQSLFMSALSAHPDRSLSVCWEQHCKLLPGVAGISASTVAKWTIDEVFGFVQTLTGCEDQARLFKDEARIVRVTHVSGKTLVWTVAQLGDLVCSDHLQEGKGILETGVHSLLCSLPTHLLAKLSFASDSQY
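Displacement of a biotinylated histone H3(1-15) peptide monomethylated at Lys9 (75 nM) from L3MBTL1 (50 nM) was measured by AlphaScreen after a 30 min room-temperature compound incubation; cefsulodin titration served as intraplate control.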
The depositor's hits bear a star; ? = inconclusive. % is set by controls: 0 for no effect and ±100 for the full control effect; potency is the fitted concentration of half-maximal effect. An excerpt; rates above refer to the full screens.

SMILES | L3MBTL1 block
CN1CCN(S(=O)(=O)c2ccc(N3CCN(c4ccccc4O)CC3)c([N+](=O)[O-])c2)CC1 | ?
Cc1ccc(OCCNC(=O)C(C)SCC(=O)Nc2ccc(F)cc2)cc1 (configuration not stated) | -2%
Cc1cccn2c(=O)c(C(=O)NC3CCCCC3C)c(O)nc12 (configuration not stated) | 0%
O=S(=O)(c1ccc(Oc2ccc(Cl)cc2)nc1)N1CCOCC1 | 2%
CC1CC(C)CN(S(=O)(=O)c2ccc(NC(=O)CCNC(=O)c3ccc([N+](=O)[O-])cc3)cc2)C1 (configuration not stated) | 0%
COc1cccc(-c2c(-c3cc(OC)cc(OC)c3)n(C)c3ccc(-c4cccc5[nH]ccc45)cc23)c1 | -5%
CCOC(=O)[C@@H]1[C@H]2COc3ccccc3[C@@H]2N2C(=O)N(c3ccccc3)C(=O)[C@]12C | 2%
COCCCNc1nc(-c2ccc(Cl)cc2)nc2ccccc12 | 9%
CCOc1ccc(CCNC(=O)CCC(=O)N2CCSc3ccccc32)cc1OCC | -1%
CN1CCCC(OC(=O)c2ccccc2F)C1 (configuration not stated) | 0%
COc1ccc(C2(C)NC(=O)N(CC(=O)NCC(=O)Nc3ccc(F)c(F)c3F)C2=O)cc1OC (configuration not stated) | 3%
O=C(c1cc([N+](=O)[O-])ccc1N1CCOCC1)N1CCN(S(=O)(=O)c2cc(Cl)ccc2Cl)CC1 | 3%
O=C(NCCc1c[nH]c2ccccc12)C(=O)Nc1cc2c3c(c1)CC(=O)N3CCC2 | 14%
Cc1cc(C)n2nc(SCC(=O)NC(=O)c3ccc(OC(F)F)cc3)nc2n1 | -2%
CCCOc1ccc(CNC(=O)c2ccc3c(c2)N(CC)CCS3)cc1 | -6%
CCOc1cc(/C=C/C(=O)OCC(=O)NCC2CCCO2)cc(Cl)c1OC (configuration not stated) | -2%
CCC1(c2ccc(F)cc2)NC(=O)N(CC(=O)Nc2cccnc2Cl)C1=O (configuration not stated) | 3%
Cc1ccsc1C(=O)OCC(=O)NCCc1ccccc1 | 3%
O=C(NCc1cccnc1)c1ccc(Br)o1 | 4%
O=C(COc1ccccc1)N(Cc1nnc(-c2ccccc2Cl)o1)C1CC1 | 16%

As entered above.
Result for COc1ccc(C2(C)NC(=O)N(CC(=O)NCC(=O)Nc3ccc(F)c(F)c3F)C2=O)cc1OC (configuration not stated) in L3MBTL1 block: 3%
Result for CC1CC(C)CN(S(=O)(=O)c2ccc(NC(=O)CCNC(=O)c3ccc([N+](=O)[O-])cc3)cc2)C1 (configuration not stated) in L3MBTL1 block: 0%

The main list resumes; the 5 compounds before the break are reprinted first.
SMILES | L3MBTL1 block
CCOc1cc(/C=C/C(=O)OCC(=O)NCC2CCCO2)cc(Cl)c1OC (configuration not stated) | -2%
CCC1(c2ccc(F)cc2)NC(=O)N(CC(=O)Nc2cccnc2Cl)C1=O (configuration not stated) | 3%
Cc1ccsc1C(=O)OCC(=O)NCCc1ccccc1 | 3%
O=C(NCc1cccnc1)c1ccc(Br)o1 | 4%
O=C(COc1ccccc1)N(Cc1nnc(-c2ccccc2Cl)o1)C1CC1 | 16%
CCN(c1ccccc1)S(=O)(=O)c1ccc(Cl)c(C(=O)N2CCCC2)c1 | 11%
CCC(=O)N(CCc1ccccc1)Cc1cc2cccc(C)c2[nH]c1=O | 18%
COc1ccc(-c2cnc(SCCNC(=O)c3ccc4c(c3)OCO4)[nH]2)cc1 | -8%
O=C(COC(=O)c1ccc(F)c([N+](=O)[O-])c1)NC(=O)NCc1ccccc1 | -16%
Cc1ccc(-n2ccnc(SCC(=O)NC3CCCC3)c2=O)cc1F | 1%
COc1ccc(CCNC(=O)C2CCCN2C(=O)Nc2ccc(C)cc2)cc1OC (configuration not stated) | 4%
COc1ccccc1N(C)S(=O)(=O)c1ccc(C)c(C(=O)Nc2nccs2)c1 | -3%
Cc1noc(C)c1NC(=O)Nc1ccc2c(c1)C(=O)N([C@H](C)CO)C[C@H](C)[C@@H](CN(C)S(=O)(=O)c1ccc(F)cc1)O2 | -1%
CC(C)(C)OC(=O)N1CCN(C(=O)c2[nH]cnc2C(=O)Nc2ccc(Cl)cc2)CC1 | -1%
Cc1ccc(SSc2cc(C)ccc2N)c(N)c1 | -1%
CCOc1cc(NC(=O)c2ccccn2)c(OCC)cc1NC(=O)c1ccc(Cl)cc1 | -2%
Cc1ccc(C)c(C(C)NC(=O)Cc2cccs2)c1 (configuration not stated) | 23%
Cc1ccc(NC(=O)COc2coc(CN3CCN(c4ccccc4)CC3)cc2=O)cc1 | -13%
CC(C)(C)N1CC(C(=O)Nc2ccc(S(=O)(=O)N3CCCCC3)cc2)CC1=O (configuration not stated) | 0%
CCOc1ccc(NC(=O)CN(C)C(=O)c2cc(C)on2)cc1OCC | 6%
O=C(COc1coc(CN2CCCc3ccccc32)cc1=O)Nc1ccc([N+](=O)[O-])cc1 | -4%
O=C(c1ccc(Cl)c(Cl)c1)N1CCN(Cc2ccc3c(c2)OCO3)CC1 | -2%
CC1CCc2c(sc(NC(=O)CCc3nc4ccccc4c(=O)[nH]3)c2C#N)C1 (configuration not stated) | -1%
COc1ccc(/C=C/C(=O)OCC(=O)NC2CCCC(C)C2C)cc1 (configuration not stated) | -5%
COCCOc1ccc(C(F)(F)F)cc1NC(=O)COC(=O)Cc1c[nH]c2ccccc12 | -5%
O=C(c1ccc(F)c(S(=O)(=O)N2CCOCC2)c1)N1CCN(c2ccc(F)cc2)CC1 | 26%
COc1cc2cc(CCO)oc(=O)c2cc1OC | -2%
COc1ccc(Cl)cc1C(=O)NNC(=O)c1[nH]c(C)c(C(C)=O)c1C | -1%
O=C(CCCOC(=O)c1ccc(O)cc1O)c1ccccc1 | 1%
COc1cccc(-c2ncc3ccccc3c2COC(=O)c2cccs2)c1 | 0%
CC(=O)OCCc1[nH]c2ccccc2c1C | 5%
CCCCN(C(=O)COC(=O)CSc1ccc([N+](=O)[O-])cc1)c1c(N)n(CCC)c(=O)[nH]c1=O | -4%
CCCN(CC1CC1)C(=O)COC(=O)c1oc2ccc(OCC)cc2c1C | 22%
Cc1noc(C)c1COc1cccc(C(=O)Nc2ccc(Br)cc2F)c1 | 4%
CCc1ccc(N2CC(C(=O)OCC(=O)Nc3ccc(C(C)=O)cc3)CC2=O)cc1 (configuration not stated) | -1%
COc1cccc(CCNC(=O)CCc2nnc(Cc3cc(OC)ccc3OC)o2)c1 | 1%
O=C(NC1CCC(O)CC1)c1ccc2c(c1)S(=O)(=O)N=C1CCCCCN12 (configuration not stated) | -5%
CCOc1ccc(C(=O)NCc2ccc3c(c2)OCO3)cc1OCC | -1%
Cc1ccsc1C(=O)OCc1nc2ccsc2c(=O)[nH]1 | 3%
C=CCN(c1ccccc1)S(=O)(=O)c1cccc(C(=O)Nc2ncccc2C)c1 | 1%
Cc1noc(C)c1S(=O)(=O)Nc1ccc2c(c1)C(=O)N([C@H](C)CO)C[C@H](C)[C@@H](CN(C)Cc1ccc(C(=O)O)cc1)O2 | 7%
CC(c1ccccc1)N1CC(C(=O)N2CCN(Cc3ccc(C#N)cc3)CC2)CC1=O (configuration not stated) | -4%
Cc1cccc(C)c1NC(=O)CNC(=O)c1c(-c2ccccc2)noc1C | 8%
CCCOc1ccc(C(F)(F)F)cc1NC(=O)C1CC(=O)N(Cc2ccco2)C1 (configuration not stated) | -6%
Cc1ccc(C(C)C)c(OCC(=O)NNC(=O)C2CSC3(C)CCC(=O)N23)c1 (configuration not stated) | 8%

Brought forward from above: three entries, followed by the next part.
SMILES | L3MBTL1 block
Cc1cccc(C)c1NC(=O)CNC(=O)c1c(-c2ccccc2)noc1C | 8%
CCCOc1ccc(C(F)(F)F)cc1NC(=O)C1CC(=O)N(Cc2ccco2)C1 (configuration not stated) | -6%
Cc1ccc(C(C)C)c(OCC(=O)NNC(=O)C2CSC3(C)CCC(=O)N23)c1 (configuration not stated) | 8%
COc1ccccc1C(=O)NNC(=O)c1ccc2ccccc2c1 | 2%
COc1ccc(-n2ncc3c(=O)n(CC(=O)NC(C)C)cnc32)cc1 | 3%
Cc1ccccc1NC(=O)COC(=O)c1c(-c2ccccc2)noc1C | -2%
CC1(C)O[C@@H]2[C@H](O1)[C@@H](COS(=O)(=O)O)O[C@H]2n1cnc2c(N)ncnc21 | 7%
COc1ccc(CCNC(=O)COC(=O)Cn2cnc3c2c(=O)n(C)c(=O)n3C)cc1 | -4%
CC1CCCCN1C(=O)COc1ccc(S(=O)(=O)N2CCCC2)cc1[N+](=O)[O-] (configuration not stated) | 0%
Cc1ccc(C(=O)NNC(=O)CSc2nnc3ccccn23)cc1 | 2%
CCOC(=O)CN1C(=O)S/C(=C/c2ccc(C)o2)C1=O | -6%
COc1ccc(C(=O)OCC(=O)N2CCCCCC2)cc1S(=O)(=O)N1CCOCC1 | 4%
Cc1ccc(C(=O)NCC(=O)OCC(=O)NCCNC(=O)COC(=O)CNC(=O)c2ccc(C)cc2)cc1 | -4%
Cc1noc(C)c1CSCC(=O)Nc1nc2ccc(F)cc2s1 | 5%
O=C(NCCC1=CCCCC1)c1cc(S(=O)(=O)N2CCOCC2)c(Cl)cc1Cl | 12%
Cc1ccc(NC(=O)COC(=O)C2CC2)cc1S(=O)(=O)N1CCOCC1 | 0%
N#Cc1ccccc1NC(=O)COC(=O)c1ccc2c(c1)OCO2 | -1%
Cc1ccc(C2(C)NC(=O)N(CC(=O)Nc3ccccc3C(=O)NC3CCCC3)C2=O)cc1 (configuration not stated) | 3%
O=C1C=C(c2ccc(Cl)c(C(F)(F)F)c2)C[C@@H](c2ccc(Cl)cc2)C1 | 7%
NC1(C#Cc2ccc3oc(=O)c(-n4cc(-c5ccsc5)nn4)cc3c2)CCCCC1 | -10%
C=Cn1cc[n+](CC(=O)c2ccc(Cl)cc2)c1 | 13%
COc1cc(-c2nc3n(c(=O)c2C#N)CCS3)cc(OC)c1OC | 12%
CC(CNC(=O)CCC(=O)N1CCOc2ccc(Cl)cc21)c1ccccc1 (configuration not stated) | 4%
Cc1c(NC(=O)c2cc(-c3ccccc3)nc3ccccc23)c(=O)n(-c2ccccc2)n1C | 0%
CC(C)NC(=O)C(=O)NCCC1CCCCN1S(=O)(=O)c1cccs1 (configuration not stated) | 0%
CC1(C)CC(=O)C=C(c2cccc3c2Oc2ccccc2S3)C1 | 18%
O=C(N/N=C/C(Br)=C/c1ccccc1)c1ccccc1[N+](=O)[O-] | -2%
O=Cc1ccc(C(=O)OCC(=O)NC(=O)Nc2ccccc2F)cc1 | -3%
COc1ccc2sc(-c3ccc(SC)cc3)c(C#CC(C)(C)O)c2c1 | 20%
O=C(COc1ccc(Cl)cc1)Nc1ccccc1Cl | 4%
O=C(CSc1nccn(-c2ccc(F)c(Cl)c2)c1=O)NC1CCCC1 | 6%
O=C1C=C(c2cccc3c2oc2ccccc23)C[C@@H](c2ccc(F)cc2)C1 | -11%
O=C(NN1CCOCC1)c1ccco1 | -1%
COc1ccc(/C=C2\SC(=O)N(CCCC(=O)Nc3cc(Cl)ccc3C(=O)O)C2=O)cc1 | 0%
COC(=O)C1(C)NC(c2ccc(Cl)cc2)C2C(=O)N(c3ccccc3)C(=O)C21 (configuration not stated) | -1%
CCc1ccccc1OCCCN1CCCC1 | ?
CSc1cccc(CN2CCC(CCC(=O)NC3CC3)CC2)c1 | -2%
O=C(COC(=O)c1cncc(Br)c1)NCC12CC3CC(CC(C3)C1)C2 | 5%
O=C(NCCCN1CCCC1=O)c1cccc(S(=O)(=O)Nc2ccccc2Cl)c1 | 3%
CN(Cc1ccccc1)C(=O)COC(=O)c1ccc(-n2cnnn2)cc1 | 4%
C#CCOCCOCCOCCNc1nc(N2CCN(C(=O)[C@H](CCC(=O)O)n3cc(CN)nn3)CC2)nc(N2CCN(C(=O)[C@H](CCC(=O)O)n3cc(CN)nn3)CC2)n1 | 5%
CSc1ccc(C=NNc2ccc(S(=O)(=O)Nc3ccccc3C(=O)O)cc2[N+](=O)[O-])cc1 | 20µM*
O=C1c2ccccc2C(=O)N1C1CCCCC1 | 7%
Cc1ccc2nc(SCC(=O)Nc3cccc(F)c3)nc(=O)n2c1 | -12%
CC(=O)Nc1ccc(C2Nc3cc(C)c(C)cc3NC3=C2C(=O)CC(C)(C)C3)cc1 (configuration not stated) | -2%
CC(=O)c1ccc(N/C=C/C(=O)c2ccc(Br)cc2)cc1 | 1%
COc1ccc(S(=O)(=O)N2CCCC(N(C)CCc3ccccc3)C2)cc1OC (configuration not stated) | -10%
O=S(=O)(c1ccccc1)N1CCN(c2cccc(Cl)c2)CC1 | 9%
CCC(C)Nc1nc2c(c(=O)[nH]c(=O)n2C)n1CCCc1ccccc1 (configuration not stated) | 2%
O=C(COc1ccc(-n2cnnn2)cc1)Nc1ccc(F)c(F)c1F | -3%
COc1ccc(CN2C3CCC2CC(NC(=O)c2cc(OC)c(OC)c(OC)c2)C3)cc1 (configuration not stated) | 4%
COCCCNC(=O)C[C@H]1C[C@H](C(=O)N2CCOCC2)[C@@]2(CCC3CCCC3)c3[nH]c4cc(-c5ccco5)ccc4c3CCN2C1=O | -11%
COc1ccccc1C(=O)NC(CCSC)C(=O)NNC(=O)C(C)Oc1ccccc1F (configuration not stated) | 4%
Cc1cc(NC(=O)COC(=O)c2cc(S(=O)(=O)N(C)C)ccc2Cl)no1 | 3%
Cn1c(C(=O)N2CCN(c3ccc(F)cc3)CC2)cc2ccccc21 | -2%
O=C(/C=C/c1ccccc1)OCC(=O)N1CCCC1 | -1%

L3MBTL1 block, entries above that show a hit
SMILES | L3MBTL1 block
CSc1ccc(C=NNc2ccc(S(=O)(=O)Nc3ccccc3C(=O)O)cc2[N+](=O)[O-])cc1 | 20µM*
